# Assay outcomes (PubChem)
# Mdm2 ligase inh – Mdm2 E3 ligase (human) inhibition. Q00987. cell-based MDM2 ubiquitination luciferase reporter, 2 h; 0 = plate control, 100 = twice control, blank-subtracted. signal enhancement, % at 5 µM. 210,000 compounds, 0.11% hits;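 active = signal enhancement of 30% or more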;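 also: luminescence tracks abundance of the self-degrading MDM2-luciferase fusion protein; higher signal means inhibition of MDM2 E3 ligase activity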
#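 Timing – 2 h compound exposure at 37 °C · Assay system – mammalian cells stably expressing self-ubiquitinating, self-degrading MDM2 E3–luciferase fusion · Amount – 2000 cells seeded into each well · Measure – % luminescence enhancement versus blank-corrected plate control mean · Measured by – SteadyLite luminescence, 15 min reagent step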
# BaF3 parental – parental Ba/F3 viability inhibition as JAK2V617F counter-screen; CellTiter-Glo ATP luminescence; inhibition, % at 5.6 µM; 220,000 compounds, 1.1% hits;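 active = inhibition above a per-campaign cutoff, the mean inhibition of all tested compounds plus 3 SD, cut at about 27% in these data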;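 also: 0% = DMSO wells and 100% = JAK Inhibitor I control wells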
# Wee1 degr inh – inhibitors of human Wee1 degradation. P30291. HeLa Luc-Wee1K328M stability, luciferase luminescence; 100% = proteasome inhibitor MG132 effect. reporter increase, % at 5 µM. 220,000 compounds, 1.2% hits;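 active = activation above the mean of all tested compounds plus 3 SD, set per screening run, cut at about 8.8% in these data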;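 also: cells exposed to compound for 20 h before luminescence read; 0% = DMSO alone and 100% = MG132 at 30 µM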
# Target sequence (P30291 whole entry K328M): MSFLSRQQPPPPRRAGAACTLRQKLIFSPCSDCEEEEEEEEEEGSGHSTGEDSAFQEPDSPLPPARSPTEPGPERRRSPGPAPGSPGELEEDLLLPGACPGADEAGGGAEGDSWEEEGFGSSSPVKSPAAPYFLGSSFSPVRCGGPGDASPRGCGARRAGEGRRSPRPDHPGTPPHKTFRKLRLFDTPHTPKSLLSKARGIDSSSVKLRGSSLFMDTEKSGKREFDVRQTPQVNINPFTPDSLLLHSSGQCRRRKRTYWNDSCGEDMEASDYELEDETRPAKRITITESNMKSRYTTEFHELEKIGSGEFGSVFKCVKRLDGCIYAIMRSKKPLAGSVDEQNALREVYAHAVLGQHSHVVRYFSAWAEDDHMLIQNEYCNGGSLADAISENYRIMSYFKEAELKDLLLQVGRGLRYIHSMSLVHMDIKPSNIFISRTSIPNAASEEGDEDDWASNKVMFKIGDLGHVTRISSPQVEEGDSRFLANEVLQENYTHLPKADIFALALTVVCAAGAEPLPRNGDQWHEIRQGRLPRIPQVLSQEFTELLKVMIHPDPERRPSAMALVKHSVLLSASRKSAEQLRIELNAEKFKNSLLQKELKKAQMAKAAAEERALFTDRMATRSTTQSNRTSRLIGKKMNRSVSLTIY
# Ba/F3 V617F tox – reduce viability of Ba/F3 cells dependent on JAK2V617F | 220,000 compounds, 1.1% hits | Ba/F3 EpoR-JAK2V617F viability, ATP luminescence | AID 1446 | inhibition, % at 5.6 µM;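 active = inhibition above the campaign mean plus 3 SD over all tested compounds, cut at about 24% in these data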;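 also: cytokine-independent growth of Ba/F3 cells driven by EpoR plus mutant JAK2; 0% = DMSO-treated cells and 100% = JAK inhibitor I control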
# S1P4 antagonist – antagonists of human S1P4 receptor; S1P4-expressing cells, antagonist mode, reporter read-out; O95977; 220,000 compounds, 0.26% hits; inhibition, % at 4.98 µM; AID 1510; in the data active = inhibition above about 29%;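 also: 0% = wells stimulated with agonist and 100% = vehicle wells without agonist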
# NPY-Y2 PAM-ag – potentiators or agonists of human neuropeptide Y receptor Y2; 220,000 compounds, 0.45% hits; P49146; activation, % at 3.6 µM; cells expressing NPY-Y2, potentiator/agonist read-out; in the data active = activation above about 27%;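 also: cells stimulated with NPY near EC25 plus isoproterenol at EC100; 0% = vehicle plus submaximal agonist and 100% = vehicle plus saturating agonist; some results beyond the cut were filed as inactive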
# Target sequence (P49146 whole entry, looked up): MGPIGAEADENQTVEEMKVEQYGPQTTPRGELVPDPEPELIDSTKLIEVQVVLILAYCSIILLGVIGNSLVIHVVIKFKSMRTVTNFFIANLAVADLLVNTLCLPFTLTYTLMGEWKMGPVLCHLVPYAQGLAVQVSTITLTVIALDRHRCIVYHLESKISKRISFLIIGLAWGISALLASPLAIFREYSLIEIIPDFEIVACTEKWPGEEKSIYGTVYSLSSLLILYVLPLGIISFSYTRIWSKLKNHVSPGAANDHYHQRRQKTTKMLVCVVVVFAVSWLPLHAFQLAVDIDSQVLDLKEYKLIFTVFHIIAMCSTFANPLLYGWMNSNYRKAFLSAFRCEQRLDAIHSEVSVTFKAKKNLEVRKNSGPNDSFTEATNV
# eIF4E-4G inh – blocks eIF4E binding to eIF4G; 220,000 compounds, 0.37% hits; TR-FRET eIF4E-eIF4GI(517-606) binding, 2 h; inhibition, % at 21.7 µM;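 active = inhibition above about 30%, limit read from the data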;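 also: 0% = full FRET control wells and 100% = background wells lacking eIF4GI fragment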
# S1P4 ag – agonists of human S1P4 receptor; S1P4-expressing cell line, agonist reporter assay; 220,000 compounds, 0.35% hits; activation, % at 4.98 µM; O95977; in the data active = activation above about 11%;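 also: 0% = DMSO vehicle and 100% = reference agonist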
# PERK inhibitor – inhibitors of human PERK kinase. CHO PERK-DD fusion, SEAP luminescence translation reporter. inhibition, % at 5.6 µM. 220,000 compounds, 0.17% hits;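 active = inhibition above the mean inhibition of all tested compounds plus 3 SD, set separately per screening campaign, cut at about 2.9% in these data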;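 also: PERK kinase domain activated by AP20187 dimerizer at 100 nM; 0% = DMSO with dimerizer and 100% = rapamycin at 8.4 µM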
# * marks the source's active call; other numbers are inactive results; . = not tested or not shown; & = joins results of further samples; [ ] = remark or other dose.
SMILES,Mdm2 ligase inh,BaF3 parental,Wee1 degr inh,Ba/F3 V617F tox,S1P4 antagonist,NPY-Y2 PAM-ag,eIF4E-4G inh,S1P4 ag,PERK inhibitor
CC1CCc2cc(F)ccc2N1C(=O)CSc1nnc2c(n1)[nH]c1ccccc12 (stereo not drawn),-12,3,-1,-2,-22,-8,1[fluorescence artefact?],1.5,0.2
COC(=O)c1ccc(Cn2cnc3c(cnn3-c3ccc(F)cc3)c2=O)o1,-7,4,-2,8,-17,-31,-1,1.1,-0.1
Cc1nnc(NC(=O)CSc2cn(Cc3ccccc3)c3ccccc23)s1,4,8,-1,-1,-4,1,2,-1.3,0.6
Cc1cccc(N2CCN(S(=O)(=O)c3c(C)[nH]c(=O)[nH]c3=O)CC2)c1C,-2,7,-1,2,-4,-3,11[fluorescence artefact?],0.6,-0.8
S=c1[nH]ncn1/N=C/c1ccc(N2CCOCC2)cc1,-26,1,0,-1,9,1,-3,-2.4,0.0
O=C(c1ccco1)N1CCN(C(=O)c2ccccc2Oc2ccccc2)CC1,-23,-2,1,-4,-17,12,1,0.1,0.2
COCC(=O)Nc1ccc(Br)cc1C,4,3,-3,1,-77,-4,0,0.1,0.7
Cc1cc(C)c(OCCCCN(C)C)c(Br)c1,1,10,2,4,-8,-20,-1,-2.1,0.1
CS(=O)(=O)c1ccccc1COC(=O)Nc1ccc(Cl)cc1,-24,11,-3,5,-11,-24,-1,-1.2,-0.9
CCN1C(=O)/C(=C/c2cccs2)N(C)C1=S,-12,6,-1,0,6,3,4[fluorescence artefact?],-0.6,0.5
CSc1cccc(NC(=O)CCC(=O)O)c1,4,0,-4,-1,-7,8,16,1.9,-0.1
COc1ccc(/C=N/N=C2/NC(=O)C(c3ccccc3)S2)c(OC)c1 (stereo not drawn),-10,0,-1,1,-4,9,-5,-0.6,1.9
CCN(C(=O)c1ccnn1C)c1ccccc1,-6,4,4,1,10,3,1,0.0,1.1
COc1ccc(OCC(=O)N2CCN(C(=O)c3cccs3)CC2)cc1,-1,5,1,-5,-5,12,-4,-3.7,0.8
CCSC(=O)NC1CCCCC1,-9,0,4,-3,5,-5,-2,-0.7,1.4

# 3 of the entries above in order of the eIF4E-4G inh value, descending.
mol	eIF4E-4G inh
CCN(C(=O)c1ccnn1C)c1ccccc1	1
Cc1cc(C)c(OCCCCN(C)C)c(Br)c1	-1
S=c1[nH]ncn1/N=C/c1ccc(N2CCOCC2)cc1	-3

# Retrieved one by one from above (6):
SMILES,Mdm2 ligase inh,BaF3 parental,Wee1 degr inh,Ba/F3 V617F tox,S1P4 antagonist,NPY-Y2 PAM-ag,eIF4E-4G inh,S1P4 ag,PERK inhibitor
COc1ccc(OCC(=O)N2CCN(C(=O)c3cccs3)CC2)cc1,-1,5,1,-5,-5,12,-4,-3.7,0.8
Cc1cc(C)c(OCCCCN(C)C)c(Br)c1,1,10,2,4,-8,-20,-1,-2.1,0.1
Cc1cccc(N2CCN(S(=O)(=O)c3c(C)[nH]c(=O)[nH]c3=O)CC2)c1C,-2,7,-1,2,-4,-3,11[fluorescence artefact?],0.6,-0.8
O=C(c1ccco1)N1CCN(C(=O)c2ccccc2Oc2ccccc2)CC1,-23,-2,1,-4,-17,12,1,0.1,0.2
COC(=O)c1ccc(Cn2cnc3c(cnn3-c3ccc(F)cc3)c2=O)o1,-7,4,-2,8,-17,-31,-1,1.1,-0.1
COc1ccc(/C=N/N=C2/NC(=O)C(c3ccccc3)S2)c(OC)c1 (stereo not drawn),-10,0,-1,1,-4,9,-5,-0.6,1.9

# The listing continues.
SMILES,Mdm2 ligase inh,BaF3 parental,Wee1 degr inh,Ba/F3 V617F tox,S1P4 antagonist,NPY-Y2 PAM-ag,eIF4E-4G inh,S1P4 ag,PERK inhibitor
CC(C)C(=O)Nc1nnc(SCC(=O)NC2CC2)s1,-9,3,-2,3,-11,9,-4,1.4,1.6
COc1ccc(C)cc1N(C(=O)c1ccccc1)c1nc2ccccc2s1,-5,4,2,-4,-7,-7,-1[fluorescence artefact?],2.2,-0.4
COC(=O)CSc1ccc(S(=O)(=O)N2CCOCC2)cc1[N+](=O)[O-],-15,0,9.3*,-2,-14,7,-4[fluorescence artefact?],-2.4,0.1
COc1ccc(CN(C)C(C)C(=O)NC2CCCc3ccccc32)cc1 (stereo not drawn),-8,5,0,3,-1,-3,-4,0.5,0.3
O=C(Nc1ccccc1N1CCOCC1)C1CCN(S(=O)(=O)c2cccc(C(F)(F)F)c2)CC1,0,9,1,1,-13,-2,-2,1.7,-0.3
O=C(CNC(=O)Cc1ccccc1)N=Nc1c(O)n(Cc2ccc3c(c2)OCO3)c2ccccc12,-9,3,5,-2,6,-9,0[fluorescence artefact?],-0.9,-0.2
O=C1NC2(CCCCC2)C(=O)N1/N=C/c1ccccc1Br,6,8,2,0,-32,-1,-1,0.8,-0.4
COc1ccccc1N/C(=N/c1nc(C)cc(C)n1)NC(C)=O,-6,5,-2,1,-10,-4,3,2.3,1.1
COc1cc(C(=O)Nc2ccc3c(c2)Cc2ccccc2-3)cc(OC)c1OC,.,-1,4,-5,-15,-5,1,1.7,-1.1
COc1cccc(C(=O)/C=C/Nc2ccc(NC(C)=O)cc2)c1,-2,12,-1,5,-21,1,16[fluorescence artefact?],-0.7,-0.1
COc1ccc(-c2cc(=O)n(-c3ccc([N+](=O)[O-])cc3)[nH]2)cc1,-9,1,5,-1,-11,22,-2,1.0,0.5
O=C(COC(=O)c1ccccc1C(=O)N1CCN(c2ccccc2)CC1)Nc1ccc(F)cc1,-7,10,-3,1,-14,-2,-3,0.6,-1.8
CCCCn1c(CCC)nc([N+](=O)[O-])c1Sc1ccc(Cl)cn1,-3,-1,3,22,21,12,0,-0.4,-0.5
COc1ccc2c(=O)c(C(=O)O)c(-c3ccc4c(c3)OCO4)n(C)c2c1,0,4,-1,1,-1,10,-10,1.5,2.3
Cc1ccc(S(=O)(=O)Nc2ccc(-c3nc4ccc(C)cc4s3)cc2)cc1,-12,3,2,-2,-12,-16,3,6.8,0.2

# Compound profiles (already shown).
# Cc1ccc(S(=O)(=O)Nc2ccc(-c3nc4ccc(C)cc4s3)cc2)cc1 is entered as Mdm2 ligase inh = -12; BaF3 parental = 3; Wee1 degr inh = 2; Ba/F3 V617F tox = -2; S1P4 antagonist = -12; NPY-Y2 PAM-ag = -16; eIF4E-4G inh = 3; S1P4 ag = 6.8; PERK inhibitor = 0.2
# O=C(CNC(=O)Cc1ccccc1)N=Nc1c(O)n(Cc2ccc3c(c2)OCO3)c2ccccc12 is entered as Mdm2 ligase inh = -9; BaF3 parental = 3; Wee1 degr inh = 5; Ba/F3 V617F tox = -2; S1P4 antagonist = 6; NPY-Y2 PAM-ag = -9; eIF4E-4G inh = 0[fluorescence artefact?]; S1P4 ag = -0.9; PERK inhibitor = -0.2

# New compounds follow:
SMILES,Mdm2 ligase inh,BaF3 parental,Wee1 degr inh,Ba/F3 V617F tox,S1P4 antagonist,NPY-Y2 PAM-ag,eIF4E-4G inh,S1P4 ag,PERK inhibitor
CN(C)c1ccc2c3c(ccc(N(C)C)c13)C(=O)OC2,-1,-5,-2,-3,-5,0,2,-0.1,2.9
Cc1ccc(C(=O)Nc2nc(=O)[nH]s2)cc1,-14&-17,7&2,-2&1,-2&0,-11&-6,-1&6,-5&-3,2.4&-1.6,-0.2&1.6
Cc1ccc(OCC(O)CN2CCN(c3ccccn3)CC2)c(C)c1 (stereo not drawn),-5,9,0,0,-2,-32,0,0.2,0.1
O=C(CN1CCN(Cc2ccccc2F)C1=O)NC1CCCC1,-7,4,3,3,-2,-12,-1,-0.4,1.3
Cc1cccc(C)c1NC(=O)c1c(-c2ccccc2)noc1C,-2,7,11*,-2,14,-2,1,1.0,0.9
O=C(Nc1ccc2c(c1)OCCO2)C(c1ccc(F)cc1)N1CCCCC1 (stereo not drawn),-18,3,0,-4,-12,2,8,-4.4,-0.3
CCCCOc1ccc(C(=O)OC2CC(C)N(C)CC2C)cc1 (stereo not drawn),-17,4,1,1,-2,-32,-1,-0.1,-0.3
Cc1ccc(NC(=O)CCC(=O)N/N=C/c2cccs2)cc1C,-14,1,0,-4,-11,10,-4,0.6,0.9
CC(C)c1nc2ccccn2c1NC1CCCCC1,-6,3,0,3,-8,-1,6[fluorescence artefact?],0.9,-0.8
CCOc1c(Cl)cc(C(=O)Nc2cccc(C(=O)O)c2)cc1Cl,-18,7,7,1,-5,8,-1,0.6,0.8
CCOC(=O)c1cc(CC)sc1NC(=O)C1CC1,-23,7,0,4,-1,-5,8[fluorescence artefact?],-0.6,0.0
O=C(Cc1cccs1)Nc1ccc(-c2nnc(-c3ccco3)o2)cc1,-12,1,6,-1,7,-1,4,0.6,1.1
O=C1CC(N2CCN(c3cccc(C(F)(F)F)c3)CC2)C(=O)N1c1ccccc1 (stereo not drawn),-2,1,-4,2,-24,-12,2[fluorescence artefact?],0.6,0.0
CC1=NN(c2ccc(C(F)(F)F)cn2)C(=O)C1,4,1,-1,-2,-17,-13,4,2.1,1.1
O=S(=O)(NCCc1cn2ccccc2n1)c1cccs1,-5,6,5,-3,-5,3,3,1.4,0.8
O=C(NC(=S)Nc1cccc(Cl)c1N1CCCCC1)c1ccc2c(c1)OCCO2,-5,5,0,-1,-23,15,-1,0.3,0.9
COc1ccc(CCNCC(O)c2ccccc2)cc1 (stereo not drawn),-9,-1,-1,-3,-16,11,-7,-0.3,0.1
COc1ccc(N(C)C(=O)Nc2ccc3nsnc3c2)cc1,-4,4,2,1,11,3,2,-0.3,0.3
O/C(=C\Sc1nnc(Cc2ccccc2)o1)c1ccc(F)cc1,-9,3,0,4,20,-1,-5,-1.7,-0.7
c1csc(-c2nn[nH]n2)c1,-12,2,-2,-1,3,-3,6,1.9,0.4
CCOc1ccc(Br)cc1/C(C)=N\NC1=NCCN1,.,9,-2,5,-4,-16,-2,-0.2,0.0
Cc1ccc(CNC(=O)CSc2nc(N3CCCCC3)nc(N3CCCCC3)n2)cc1,-2,0,-4,-2,-15,9,1,0.7,0.2
CC(O)CCC(=O)NNC1CC(=O)N(c2ccccc2)C1=O (stereo not drawn),-12,-4,-2,-2,-5,11,-1,0.3,1.4
COc1cc2c(cc1OC)C(c1cc3cc(OC)c(OC)cc3[nH]c1=O)N(C(=O)C1CC1)CC2 (stereo not drawn),-3,-2,-2,-3,-7,0,8,-1.6,0.7
CC1CCC/C(=C(\C#N)c2nc(-c3cc4ccccc4oc3=O)cs2)C1 (stereo not drawn),-31,6,4,-1,-13,-7,0,1.5,0.8
O=C(Cn1c(CO)nc2ccccc21)NCCc1ccccc1,-7,6,-4,2,-5,-4,1,3.1,1.5
NNc1nc(NCc2ccccc2)nc(N2CCOCC2)n1,-4,4,-1,-1,-6,-2,-3,-1.7,-0.5
O=c1nc(N2CCOCC2)nc2n1CCO2,12,2,0,-2,-9,10,0,-0.1,1.8
O=C(/C=C/Nc1nccs1)C(F)(F)Cl,-9,-1,2,-4,-14,13,3,0.3,2.4
c1coc(C2Nc3cccc4cccc(c34)N2)c1,-12,4,-4,1,-6,-2,17[fluorescence artefact?],1.0,1.1
Cc1nn(-c2ccccc2)c2nc(-c3cccs3)cc(C(=O)NN)c12,-3,6,2,-1,2,4,-2,-1.0,0.0
O=C(c1ccco1)N(Cc1ccc2c(c1)OCO2)Cc1cc2cc3c(cc2[nH]c1=O)OCO3,.,-1,-2,0,-1,1,-2,-2.1,0.8
